PABP1 MLLE inh: blocks PAM2 peptide binding to the PABP1 MLLE domain; P11940; GST-MLLE / FITC-PAM2 fluorescence polarization; inhibition, % at 20 µM; hit rate 0.36% among 360,000; AID 588489; in the data active means inhibition above about 35%, passing the limit was not always enough;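 further: plate controls were DMSO wells with GST-MLLE for no effect and wells lacking GST-MLLE protein for full effect; some results filed as inactive read as strong as hits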
MsrA inhibitor: inhibitors of bovine MsrA; purified bovine MsrA, absorbance read-out; inhibition, % at 15.5 µM; hit rate 0.75% among 360,000; AID 651718; in the data active means inhibition above about 4.5%;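 further: 0% = vehicle wells with enzyme and 100% = reference inhibitor wells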
Rin1 Abl inh: inhibitors of human Rin1-Abl protein interaction | P00519+Q13671 | TR-FRET Rin1/Abl binding, biochemical | inhibition, % at 7.35 µM | hit rate 0.4% among 360,000; in the data active means inhibition above about 5%, passing the limit was not always enough
FAS TE block: FAS thioesterase (human) inhibition | P49327 | recombinant FAS-TE, OMFH fluorogenic substrate, fluorescence endpoint | inhibition, % at 15 µM | hit rate 0.67% among 360,000;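 active means compounds whose normalised, plate-corrected inhibition of enzyme fluorescence in the single-dose primary screen is 50% or more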;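 further: 0% = DMSO with enzyme and 100% = substrate without enzyme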
CSN inh: inhibitors of human CSN-mediated cullin deneddylation. Q92905. Purified CSN, SCF-Nedd8-OG deneddylation, fluorescence polarization. hit rate 0.38% among 360,000. inhibition, % at 12.5 µM;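 active means pattern-corrected inhibition above about 35%, with an unprinted fluorescence ratio check between 0.5 and 1.5, limit read from the data, passing the limit was not always enough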;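 further: 0% = enzyme with substrate and 100% = substrate without enzyme; some results filed as inactive read as strong as hits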
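Assay system: purified human Csn5 enzyme expressed in HEK293T cells; measure: % inhibition; also added: SCFSkp2-Nedd8OG substrate at 10 nM final; technique: fluorescence polarization; times: reaction 90 min, room temperature; medium: Tris buffer pH 7.5, NaCl, DTT, Tween-20, trehalose, ovalbumin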
eLon inh: inhibits E. coli Lon protease | inhibition, % at 7.94 µM | AID 602123 | purified E. coli Lon protease, fluorescence polarization | hit rate 0.42% among 360,000 | P0A9M0; in the data active means inhibition above about 13%, passing the limit was not always enough;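 further: 0% = enzyme with probe and DMSO and 100% = no enzyme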
Rpn11 inh: inhibitors of human proteasome Rpn11; human 26S proteasome, Ub4-pepOG fluorescence polarization; 20S core pre-blocked with epoxomicin; calls only at 20 µM; hit rate 0.59% among 360,000; AID 588493;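 active means inhibition at 20 µM, scaled to each plate's controls, above about 33%, limit read from the data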
MT1-MMP act inh: blocks activation of human MT1-MMP. GFP/RFP ratio change, % at 20 µM. P50281. AID 651647. HT1080 RFP-PRO-GFP cells, GFP/RFP ratio fluorescence, overnight; percent of plate control window, DMSO zero. hit rate 0.061% among 360,000;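 active means GFP/RFP ratio change of at least 30% with cell ATP level not reduced by more than half and red fluorescence within 50% of control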; further: strong numbers were not always called active
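Assay system: HT1080 RFP-PRO-GFP cells. Benchmarks: DMSO vehicle wells and RFP-L50D-GFP reporter cell wells. Times: overnight cell settling, then overnight compound exposure, 37 °C, 5% CO2. Compound: 20 µM single dose, 1% DMSO. Read-out basis: GFP/RFP fluorescence ratio.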
MsrA act: bovine methionine sulfoxide reductase A activation | purified bovine MsrA, absorbance read-out | activation, % at 10.6 µM | hit rate 0.3% among 360,000; in the data active means activation above about 7.5%;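 further: 0% = vehicle and 100% = reference activator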
Active calls of the source: *.

`COc1ccc(S(=O)(=O)N2CCCC2C(=O)Nc2nc3c(s2)CCCC3)cc1` (stereo not given) gave PABP1 MLLE inh 5, MsrA inhibitor -0.7, Rin1 Abl inh -2, FAS TE block 4, CSN inh 9, eLon inh 17, Rpn11 inh inactive, MT1-MMP act inh 0 and MsrA act -1.
For COc1cccc(-c2cc(C(=O)Nc3cnn(Cc4ccc(F)cc4)c3)no2)c1 the results were PABP1 MLLE inh 2, MsrA inhibitor 0.8, Rin1 Abl inh 0, FAS TE block -4, CSN inh 0, eLon inh -2, Rpn11 inh inactive, MT1-MMP act inh 5 and MsrA act -6.
`Cc1ccc(NC(=O)C2CCC(=O)N2C(=O)OCc2ccccc2)cc1` (stereo not given) gave PABP1 MLLE inh 3, MsrA inhibitor 0.1, Rin1 Abl inh 1, FAS TE block 0, CSN inh -3, eLon inh -8, Rpn11 inh inactive, MT1-MMP act inh 1 and MsrA act -3.
CC(=O)Nc1ccc(S(=O)(=O)N(C)CC(=O)OCC(=O)N2CCc3ccccc32)cc1 was read as PABP1 MLLE inh -7, MsrA inhibitor 0.3, Rin1 Abl inh -1, FAS TE block 42, CSN inh -2, eLon inh 2, Rpn11 inh inactive, MT1-MMP act inh 0 and MsrA act -2.
`COc1ccccc1-n1cnc2cc(NC(=O)c3ccco3)ccc21` gave PABP1 MLLE inh -10, MsrA inhibitor 1.5, Rin1 Abl inh 4, FAS TE block -1, CSN inh 2, eLon inh -4, Rpn11 inh inactive, MT1-MMP act inh 5 and MsrA act -2.
`COc1ccc(Br)cc1CNC(=O)Cc1c(C(=O)O)[nH]c2ccc(Cl)cc12` gave PABP1 MLLE inh 5, MsrA inhibitor 0.5, Rin1 Abl inh 0, FAS TE block 10, CSN inh -9, eLon inh 1, Rpn11 inh inactive, MT1-MMP act inh -3 and MsrA act -11.
CCOc1ccccc1CNC(=O)C1Cc2cc(S(=O)(=O)N3CCCCC3)ccc2N1C(C)=O (stereo not given) was read as PABP1 MLLE inh -8, MsrA inhibitor 0.0, Rin1 Abl inh 5, FAS TE block 3, CSN inh -4, eLon inh -5, Rpn11 inh inactive, MT1-MMP act inh 0 and MsrA act -6.
Cc1cc(-n2c(=S)sc3c(=O)n(-c4ccc(F)cc4)c(SCC(=O)O)nc32)ccc1Cl was read as PABP1 MLLE inh 14, MsrA inhibitor 3.5, Rin1 Abl inh 2, FAS TE block -7, CSN inh -3, eLon inh 2, Rpn11 inh inactive, MT1-MMP act inh 7 and MsrA act -4.
CN(C)Cc1c(C(=O)Nc2ccccc2)[nH]c2ccccc12 was read as PABP1 MLLE inh -9, MsrA inhibitor 1.1, Rin1 Abl inh -2, FAS TE block -6, CSN inh -8, eLon inh -9, Rpn11 inh inactive, MT1-MMP act inh -3 and MsrA act -1.
Cc1cc(NC(=O)CSc2nc(-c3cccs3)nc3ccccc23)no1 was read as PABP1 MLLE inh -7, MsrA inhibitor 0.9, Rin1 Abl inh -4, FAS TE block 1, CSN inh -4, eLon inh -11, Rpn11 inh inactive, MT1-MMP act inh 2 and MsrA act 0.

Next section (2 carried over from the part before).
CN(C)Cc1c(C(=O)Nc2ccccc2)[nH]c2ccccc12 was read as PABP1 MLLE inh -9, MsrA inhibitor 1.1, Rin1 Abl inh -2, FAS TE block -6, CSN inh -8, eLon inh -9, Rpn11 inh inactive, MT1-MMP act inh -3 and MsrA act -1.
Cc1cc(NC(=O)CSc2nc(-c3cccs3)nc3ccccc23)no1 was read as PABP1 MLLE inh -7, MsrA inhibitor 0.9, Rin1 Abl inh -4, FAS TE block 1, CSN inh -4, eLon inh -11, Rpn11 inh inactive, MT1-MMP act inh 2 and MsrA act 0.
Screening Cc1nc2sc(C(c3ccc(Cl)cc3)N3CCN(c4ccccc4F)CC3)c(O)n2n1 (stereo not given) returned PABP1 MLLE inh 4, MsrA inhibitor -1.1, Rin1 Abl inh -1, FAS TE block -4, CSN inh -1, eLon inh 0, Rpn11 inh inactive, MT1-MMP act inh -5 and MsrA act -3.
`Cc1cc(C)c2c(-n3cccc3)c(C(=O)NNS(=O)(=O)c3ccc(F)cc3)sc2n1` gave PABP1 MLLE inh -3, MsrA inhibitor 0.0, Rin1 Abl inh 3, FAS TE block 1, CSN inh 1, eLon inh -4, Rpn11 inh inactive, MT1-MMP act inh -1 and MsrA act 0.
`Cc1cc2ncc(C(=O)N=CN(C)C)cn2n1` gave PABP1 MLLE inh -6, MsrA inhibitor -0.4, Rin1 Abl inh 3, FAS TE block -7, CSN inh -3, eLon inh -1, Rpn11 inh inactive, MT1-MMP act inh -2 and MsrA act -5.
`COc1ccc(/C=C2\SC(=O)N=C2N)cc1OC` gave PABP1 MLLE inh -6, MsrA inhibitor 2.3, Rin1 Abl inh 1, FAS TE block -4, CSN inh 5, eLon inh -10, Rpn11 inh inactive, MT1-MMP act inh -13 and MsrA act -3.
Cc1cc(-n2c(SCCC#N)nnc2-c2cccnc2)ccc1Cl was read as PABP1 MLLE inh -14, MsrA inhibitor -0.7, Rin1 Abl inh 4, FAS TE block 3, CSN inh -2, eLon inh -11, Rpn11 inh inactive, MT1-MMP act inh 5 and MsrA act 2.
`CC(=O)c1ccc(S(=O)c2ccccc2)cc1` (stereo not given) gave PABP1 MLLE inh 5, MsrA inhibitor 0.7, Rin1 Abl inh -3, FAS TE block -5, CSN inh -6, eLon inh 4, Rpn11 inh inactive, MT1-MMP act inh 5 and MsrA act -4.
O=C(O)COc1ccccc1/C=C1\SC(=Nc2ccc(F)cc2)N(c2ccc(F)cc2)C1=O was read as PABP1 MLLE inh 4, MsrA inhibitor 2.2, Rin1 Abl inh 1, FAS TE block -3, CSN inh 3, eLon inh 4, Rpn11 inh inactive, MT1-MMP act inh 3 and MsrA act -2.
`CCn1c(SCC(=O)N2CCCCC2C)nnc1-c1ccc(S(=O)(=O)N2CCN(C)CC2)cc1` (stereo not given) gave PABP1 MLLE inh 13, MsrA inhibitor 0.7, Rin1 Abl inh -2, FAS TE block -12, CSN inh -3, eLon inh -2, Rpn11 inh inactive, MT1-MMP act inh -2 and MsrA act -11.
For COc1ccc2nc(-c3ccccc3)cc(C(=O)OCC(=O)NC3CC3)c2c1 the results were PABP1 MLLE inh -12, MsrA inhibitor 0.4, Rin1 Abl inh 3, FAS TE block -4, CSN inh 0, eLon inh 0, Rpn11 inh inactive, MT1-MMP act inh -2 and MsrA act 1.
For Cc1ccc(CN2CC(C(=O)N3CC=C(c4ccccc4)CC3)CC2=O)cc1 (stereo not given) the results were PABP1 MLLE inh 0, MsrA inhibitor 1.1, Rin1 Abl inh -3, FAS TE block 2, CSN inh -6, eLon inh 3, Rpn11 inh inactive, MT1-MMP act inh 0 and MsrA act -3.
`CCN(CC)CC1(O)CCN(C(=O)c2ccc(Cl)c(Cl)c2)CC1` gave PABP1 MLLE inh 7, MsrA inhibitor -0.1, Rin1 Abl inh 2, FAS TE block -2, CSN inh 1, eLon inh -1, Rpn11 inh inactive, MT1-MMP act inh 1 and MsrA act -4.
CCCCNC(=O)c1ccccc1SCc1c(C)noc1C was read as PABP1 MLLE inh 6, MsrA inhibitor -0.7, Rin1 Abl inh 1, FAS TE block -5, CSN inh -5, eLon inh -6, Rpn11 inh inactive, MT1-MMP act inh 4 and MsrA act -10.
`CC(NC(=O)C1CC12CCC2)c1ccccc1` (stereo not given) gave PABP1 MLLE inh 15, MsrA inhibitor -0.2, Rin1 Abl inh 1, FAS TE block -4, CSN inh 4, eLon inh -3, Rpn11 inh inactive, MT1-MMP act inh 1 and MsrA act -4.
For COc1ccc(N2C(=O)C(CC(N)=O)N(NC(=O)c3cccc(OC)c3)C2=S)cc1 (stereo not given) the results were PABP1 MLLE inh 5, MsrA inhibitor 2.5, Rin1 Abl inh 1, FAS TE block -10, CSN inh -6, eLon inh -8, Rpn11 inh inactive, MT1-MMP act inh 0 and MsrA act -1.
For CN(C)CCCN(C(=O)COc1ccc(Cl)cc1)c1nc2c(F)cccc2s1 the results were PABP1 MLLE inh -10, MsrA inhibitor 1.5, Rin1 Abl inh -4, FAS TE block -5, CSN inh -4, eLon inh -1, Rpn11 inh inactive, MT1-MMP act inh -1 and MsrA act -3.
Screening COCCN(C(=O)CSc1ncc(C(F)(F)F)cc1Cl)c1c(N)n(Cc2ccccc2)c(=O)[nH]c1=O returned PABP1 MLLE inh -13, MsrA inhibitor 1.0, Rin1 Abl inh -4, FAS TE block 3, CSN inh 5, eLon inh 0, Rpn11 inh inactive, MT1-MMP act inh 2 and MsrA act -2.
Screening ClC(CCN1CCN(Cc2ccccc2)CC1)c1ccccc1 (stereo not given) returned PABP1 MLLE inh 5, MsrA inhibitor -1.7, Rin1 Abl inh 3, FAS TE block 1, CSN inh 1, eLon inh -5, Rpn11 inh inactive, MT1-MMP act inh 0 and MsrA act 0.
COc1cc(/C=C/C(=O)O)cc(S(=O)(=O)NC2CC2)c1OC was read as PABP1 MLLE inh 10, MsrA inhibitor 0.9, Rin1 Abl inh -6, FAS TE block -4, CSN inh -3, eLon inh 6, Rpn11 inh inactive, MT1-MMP act inh 4 and MsrA act -3.
`O=C(COC(=O)c1cncc(Br)c1)Nc1ccc(S(=O)(=O)N2CCOCC2)cc1` gave PABP1 MLLE inh -10, MsrA inhibitor -0.7, Rin1 Abl inh 0, FAS TE block -9, CSN inh 0, eLon inh -7, Rpn11 inh inactive, MT1-MMP act inh 4 and MsrA act -5.
`CCN(CC)CCCNC(=O)Cn1cnc2sc(C)c(S(=O)(=O)N3CCN(c4ncccn4)CC3)c2c1=O` gave PABP1 MLLE inh -2, MsrA inhibitor -0.5, Rin1 Abl inh 4, FAS TE block -3, CSN inh 114, eLon inh 2, Rpn11 inh inactive, MT1-MMP act inh 1 and MsrA act -1.
`CCN(CC)S(=O)(=O)c1cccc(-c2nnc(-c3ccc(C)cc3)o2)c1` gave PABP1 MLLE inh -1, MsrA inhibitor -0.9, Rin1 Abl inh 0, FAS TE block 3, CSN inh 6, eLon inh -3, Rpn11 inh inactive, MT1-MMP act inh 3 and MsrA act 1.
For CC(=O)Nc1ccc(NC(=O)CSc2nnc(NC(=O)c3ccco3)s2)cc1 the results were PABP1 MLLE inh 3, MsrA inhibitor -0.5, Rin1 Abl inh 7, FAS TE block -10, CSN inh 1, eLon inh 10, Rpn11 inh inactive, MT1-MMP act inh 1 and MsrA act -8.
Screening O=C(NC1CCCCC1)NC12CC3CC(CC(C3)C1)C2 returned PABP1 MLLE inh -8, MsrA inhibitor -0.7, Rin1 Abl inh 1, FAS TE block -4, CSN inh 7, eLon inh 1, Rpn11 inh inactive and MsrA act -3.
For OCC1OC(n2cnc3c(NC4CCCC4)ncnc32)C(O)C1O (stereo not given) the results were PABP1 MLLE inh 3, MsrA inhibitor -0.7, Rin1 Abl inh -1, FAS TE block -8, CSN inh 6, eLon inh -4, Rpn11 inh inactive, MT1-MMP act inh 6 and MsrA act -3.

Quoted at random: 2 compounds from above.
`CCN(CC)CC1(O)CCN(C(=O)c2ccc(Cl)c(Cl)c2)CC1` gave PABP1 MLLE inh 7, MsrA inhibitor -0.1, Rin1 Abl inh 2, FAS TE block -2, CSN inh 1, eLon inh -1, Rpn11 inh inactive, MT1-MMP act inh 1 and MsrA act -4.
`CC(NC(=O)C1CC12CCC2)c1ccccc1` (stereo not given) gave PABP1 MLLE inh 15, MsrA inhibitor -0.2, Rin1 Abl inh 1, FAS TE block -4, CSN inh 4, eLon inh -3, Rpn11 inh inactive, MT1-MMP act inh 1 and MsrA act -4.

From PubChem
